# SENP7 inh: SENP7 protease inhibitors, primary screen, biochemical, luminescence, uHTS | recombinant SENP7, Z-RLRGG-aminoluciferin luminescence, 40 min | inhibition, % at 5 µM | 330,000 compounds, 1.5% hits;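 active means inhibition above about 50% at the single test dose, limit read from the data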;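 further: plate controls were DMSO with enzyme for no effect and no enzyme buffer wells for full effect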
# A3G deaminase: APOBEC3G DNA deaminase inhibitors, primary screen, biochemical, fluorescence, single-stranded DNA substrate, uHTS. 330,000 compounds, 0.28% hits. recombinant A3G, ssDNA deamination FAM/TAMRA fluorescence. inhibition, % at 20 µM;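 active means inhibition of at least 40% at 20 µM, with no more than 30% in the related APOBEC3A deaminase screen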;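 further: plate controls were DMSO wells with A3G for no effect and wells lacking A3G enzyme for full effect; some compounds called inactive have numbers as strong as hits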
# Apaf-1 inh: inhibitors of human Apaf-1 apoptosome, primary screen, biochemical, DEVD-Rh110 fluorescence, uHTS; AID 489030, 2010; 330,000 compounds, 0.71% hits; inhibition, % at 20 µM; reconstituted apoptosome caspase-3 activity; active means inhibition of at least 40% at 20 µM;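 further: plate controls were DMSO wells for no effect and DEVD-CHO caspase inhibitor wells for full effect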
# Target sequence (O14727 whole entry, looked up): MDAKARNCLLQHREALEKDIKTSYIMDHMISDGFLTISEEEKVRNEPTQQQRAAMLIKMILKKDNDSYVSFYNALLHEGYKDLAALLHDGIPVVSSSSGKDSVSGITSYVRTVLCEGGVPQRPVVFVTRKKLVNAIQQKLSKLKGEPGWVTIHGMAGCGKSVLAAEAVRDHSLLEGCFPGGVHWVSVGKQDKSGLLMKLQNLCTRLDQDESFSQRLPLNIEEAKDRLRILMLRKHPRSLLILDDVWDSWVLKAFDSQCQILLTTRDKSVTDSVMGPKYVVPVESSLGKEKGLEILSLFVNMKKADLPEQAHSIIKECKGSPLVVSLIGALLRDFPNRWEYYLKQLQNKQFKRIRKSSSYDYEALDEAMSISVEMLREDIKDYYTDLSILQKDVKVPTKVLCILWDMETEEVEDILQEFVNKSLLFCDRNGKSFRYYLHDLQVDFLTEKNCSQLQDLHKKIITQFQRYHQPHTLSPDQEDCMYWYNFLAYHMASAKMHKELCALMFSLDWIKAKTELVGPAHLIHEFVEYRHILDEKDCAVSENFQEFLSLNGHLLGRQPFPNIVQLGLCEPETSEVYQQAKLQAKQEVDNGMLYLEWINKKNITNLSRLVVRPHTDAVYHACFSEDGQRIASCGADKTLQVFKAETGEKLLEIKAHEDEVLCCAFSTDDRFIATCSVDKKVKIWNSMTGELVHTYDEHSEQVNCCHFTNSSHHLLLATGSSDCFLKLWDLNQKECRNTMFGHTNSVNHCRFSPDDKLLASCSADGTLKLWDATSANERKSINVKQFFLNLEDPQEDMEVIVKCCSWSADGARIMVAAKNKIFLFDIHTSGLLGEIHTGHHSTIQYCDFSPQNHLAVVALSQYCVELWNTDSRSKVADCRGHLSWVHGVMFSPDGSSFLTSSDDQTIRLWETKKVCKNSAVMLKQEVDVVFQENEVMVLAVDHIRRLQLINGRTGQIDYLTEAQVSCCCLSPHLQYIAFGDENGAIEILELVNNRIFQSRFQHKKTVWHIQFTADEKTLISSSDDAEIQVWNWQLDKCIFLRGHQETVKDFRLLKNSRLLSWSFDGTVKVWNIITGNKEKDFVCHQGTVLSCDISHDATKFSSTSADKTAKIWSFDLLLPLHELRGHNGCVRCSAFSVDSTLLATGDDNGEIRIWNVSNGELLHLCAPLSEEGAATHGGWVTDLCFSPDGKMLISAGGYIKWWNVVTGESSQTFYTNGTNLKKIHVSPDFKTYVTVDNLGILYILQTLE
#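 detection = Rh110 fluorescence intensity | test system = biochemical Apaf-1 apoptosome reconstitution | also added = cytochrome c and DEVD-Rh110 substrate | schedule = 30 min plus 50 min, RT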
# SENP8 block-1: human SENP8 protease inhibitors, primary screen, biochemical, fluorescence, Nedd8 protein substrate, uHTS; 360,000 compounds, 0.64% hits; AID 602440, 2012; recombinant SENP8; inhibition, % at 20 µM; Sentrin-specific protease 8 (Homo sapiens), Q96LD8; in the data active means inhibition mostly above about 40%, no sharp cut-off; inactive means mostly below about 27%
# SENP6 block: SENP6 protease inhibitors, primary screen, biochemical, luminescence, uHTS | Sentrin-specific protease 6 (Homo sapiens), Q9GZR1 | Recombinant SENP6 catalytic domain, aminoluciferin luminescence | 330,000 compounds, 1.8% hits | inhibition, % at 10 µM;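 active means inhibition above about 50% at the single tested dose, limit read from the data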;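 further: plate controls were DMSO wells with enzyme for no effect and DMSO wells lacking enzyme for full effect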
# SENP8 block-2: SENP8 protease inhibitors, primary screen, biochemical, luminescence; AID 2540, 2010; 330,000 compounds, 1.2% hits; purified SENP8, Z-RLRGG-aminoluciferin cleavage; Sentrin-specific protease 8 (Homo sapiens), Q96LD8; inhibition, % at 10 µM; in the data active means inhibition above about 50%
# UBC13 inh: UBC13 polyubiquitin chain formation inhibitors, primary screen, biochemical, TR-FRET, uHTS | inhibition, % at 20 µM | AID 485273, 2010 | Ubiquitin-conjugating enzyme E2 N (Homo sapiens), P61088 | 330,000 compounds, 0.47% hits; in the data active means inhibition above about 45%, passing the limit was not always enough
# SENP1 FRET inh: human SENP1 catalytic domain inhibitors, primary screen, biochemical, FRET, uHTS | recombinant SENP1 catalytic domain, CyPet-SUMO1-YPet FRET cleavage | inhibition, % at 10 µM | 360,000 compounds, 0.21% hits;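 active means inhibition at least 30% at 10 µM, raw YFP signal under a set limit, fluorescence ratio 0.5 to 1.5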;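 further: 0% = enzyme with DMSO and 100% = no enzyme wells; some results filed as inactive read as strong as hits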
#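 Material – human SENP1 catalytic domain · Input – SENP1 enzyme, 20 pM final · Compound dosing – single concentration of 10 µM compound, 0.5% DMSO final · Timing – enzyme reaction for 50 min at room temperature, dark · Measured by – FRET fluorescence in CFP and YFP emission channels · Control set – no-enzyme wells low, DMSO-plus-enzyme wells high control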
# Numbers without * were called inactive; i = inactive; & = joins results of further samples.
SMILES	SENP7 inh	A3G deaminase	Apaf-1 inh	SENP8 block-1	SENP6 block	SENP8 block-2	UBC13 inh	SENP1 FRET inh
CCn1c(SCC(=O)c2[nH]c(C)c(C(C)=O)c2C)nnc1-c1ccncc1	-1	4	-1	16	-9	-2	2	1
Cc1cc(NS(=O)(=O)c2ccc(NC(=S)NC(=O)c3ccc(Cl)cc3Cl)cc2)no1	8	-11	12	12	-8	7	-15	0
CCOc1ccccc1N1CCN(C(=S)Nc2ccc(S(=O)(=O)Nc3ncccn3)cc2)CC1	17	2	-8	4	-9	0	-14	3
Cc1ccc(NC(=O)CSc2nnc3ccc(-c4ccncc4)nn23)cc1	-11	-6	10	-11	-15	-9	-10	0
O=C(COC(=O)[C@@H]1CCCN1S(=O)(=O)c1ccc(Cl)cc1)NC1CC1	-1	-4	-17	6	1	-4	-4	0
O=C(CCCN1C(=O)c2ccccc2C1=O)Nc1nncs1	-8	-10	-7	39	-13	-6	1	0
COC(=O)C1=C(NC(=O)c2ccccc2C)CCS1	7	-10	6	-50	2	0	9	-1
CCOc1ccc(C2C(C(=O)c3ccco3)=C(O)C(=O)N2Cc2cccnc2)cc1OC (stereo unspecified)	0	1	9	2	5	-4	-10	-4
O=C(NNC(=O)c1cc2cc(OC(F)(F)F)ccc2[nH]1)c1ccc(Cl)cc1	3	-7	-28	-9	-3	4	-5	-1
O=C(O)c1ccccc1C(=O)NC1CCN(c2nccc(C(F)(F)F)n2)CC1	4	-3	-3	-16	-19	-5	-1	-1
COc1cc(/C(C)=N\NC(=O)CSc2nc3ccccc3n2C)ccc1O	1	-4	-13	26	0	1	3	2
Cc1ccc2c(c1)nnn2C1CCN(CC(=O)c2ccc(Cl)cc2)CC1	-33	-9	-31	-1	1	7	5	-5
O=C(C[n+]1ccc(-c2ccccc2)cc1)Nc1ccc([N+](=O)[O-])cc1	0	-3	5	14	-5	0	13	0
Cc1ccc(CS/C(Nc2ccccc2C)=C(\C#N)C(=O)NCc2ccco2)c(C)c1	7	1	26	-7	-4	7	-7	-1
Cc1c(NC(=O)CSC2=C(C#N)C(c3ccccc3F)CC(=O)N2)c(=O)n(-c2ccccc2)n1C (stereo unspecified)	5	0	3	13	-12	6	-2	2
CSc1nnc(C)c(=O)n1COC(=O)c1ccccc1	3	-3	-15	16	-15	3	4	2
O=c1cc(-c2ccc(O)c(O)c2)oc2cc(O)c(C3OC(CO)C(O)C(O)C3O)c(O)c12 (stereo unspecified)	-3	-7	-9	1	-6	-6	-14	13
COc1cccc(C(=O)Nc2ccc(N3CCN(S(C)(=O)=O)CC3)cc2)c1	-7	-7	-18	6	-17	-2	-1	1
O=C(c1ccc([N+](=O)[O-])cc1)N1CCCC1	-3	-2	-7	17	0	-6	-3	-19
CN(Cc1ccccc1)C(=O)Cc1ccccc1	-3	-6	2	3	-19	7	-1	0

# (cont.)
SMILES	SENP7 inh	A3G deaminase	Apaf-1 inh	SENP8 block-1	SENP6 block	SENP8 block-2	UBC13 inh	SENP1 FRET inh
O=C(O)C1=CCNCC1	-6	-11	-11	-2	-2	13	6	1
COc1ccc(C(=O)NC2CCN(CC(=O)NCc3cccc(OC)c3)CC2)cc1	-10	-3	-2	17	-5	0	-1	1
Cc1oc2ccc(OC(=O)N3CCOCC3)cc2c1C(=O)OC(C)C	-4	-2	7	17	-11	-12	-6	-1
O=c1cc[nH]c2c1ccc1c(=O)cc[nH]c12	-5	-6	1	-270	15	5	3	-54
COC(Cn1cc(C)c(=O)[nH]c1=O)OC	-2	-7	-12	15	10	-1	8	1
COc1ccc(NC(=S)NC(NC(=O)/C=C/c2ccccc2)C(Cl)(Cl)Cl)cc1 (stereo unspecified)	-4	-7	18	19	-4	1	-16	2
O=S1(=O)CCOC[C@H](c2ccccc2)N1Cc1cccc(Cl)c1	3	2	14	17	6	13	11	0
Cc1cc(C)nc(SCc2n[nH]c(=S)n2C)n1	0	-1	-6	16	-7	-4	6	4
CN(C)CCCC(C)(O)C(Cc1ccccc1)c1ccccc1 (stereo unspecified)	0	-6	-4	14	-3	-8	8	0
CN(Cc1ccccc1)S(=O)(=O)c1ccc(OCC(=O)N2CCC(C(N)=O)CC2)cc1	5	-4	-7	6	-16	1	-3	1
CC1CCc2c(sc(NC(=O)c3ccc(Cn4cc([N+](=O)[O-])cn4)o3)c2C#N)C1 (stereo unspecified)	4	16	23	-60	-12	7	-21	-8
Cc1cc2c(c(=O)n1Cc1cccnc1)C(c1cccs1)C(C#N)=C(N)O2 (stereo unspecified)	6	-4	-6	-37	2	0	8	-22
O=C(Nc1ccc([N+](=O)[O-])cn1)C1CC1	3	-6	-2	18	-15	-3	4	1
Cc1ccccc1C(=O)Nn1cnc2ccccc2c1=O	-2	-12	-8	13	-13	-7	2	-2
CN(C)c1ccc(C(CNS(=O)(=O)c2ccc3ccccc3c2)N2CCOCC2)cc1 (stereo unspecified)	3	-9	8	5	-14	-9	1	0
CCCCNC(=O)C1CC(=O)N(c2ccc(OC)cc2)C1c1ccc(OC)cc1 (stereo unspecified)	10	1	10	18	-7	4	-1	1
Cc1ccc(C2Nc3ccccc3C(=O)N2CCN2CCNC2=O)cc1 (stereo unspecified)	0	-5	-10	-433	-13	-6	9	-3
CCCn1c(-c2cccs2)nc2nc3ccccc3nc21	3	-11	1	-279	22	0	28	-75
COc1nc(N)c(S(=O)(=O)c2ccc(C)cc2)cc1C#N	3	-5	-18	-115	-4	1	28	-118
CCN1CCN(CCC(=O)Nc2cc(OC)cc(OC)c2)CC1	5	-6	-3	-7	5	-2	5	-7

# Further compounds:
SMILES	SENP7 inh	A3G deaminase	Apaf-1 inh	SENP8 block-1	SENP6 block	SENP8 block-2	UBC13 inh	SENP1 FRET inh
O=C(Nc1ncccc1O)c1cccc(S(=O)(=O)N2CCCc3ccccc32)c1	0	-2	2	12	7	11	-5	1
CC(C)(C)OC(=O)N1CCC2(CC1)Oc1ccc(F)cc1C(=O)C21CC(c2ccccc2)=NO1 (stereo unspecified)	0	-5	14	3	-8	12	-4	0
CCOc1ccc(S(=O)(=O)Nc2cc(S(=O)(=O)N(CC)CC)ccc2N2CCCC2)cc1	3	-2	15	20	-7	-10	-2	2
Cc1ccccc1OCc1n(CC(=O)OC2CC(C)CCC2C(C)C)c2ccccc2[n+]1C (stereo unspecified)	1	1	47*	3&13	-2	-15	55*	-2&0
CC(C)=CCCC(C)CCO (stereo unspecified)	1	-3	-7	6	-29	3	-5	1
Cc1cccc2c1cnn2C(=O)Nc1ccc(Br)cc1F	-4	-4	6	14	8	-3	-5	0
Cc1ccc(CNC(=O)C(C(=O)NCc2ccc(C)o2)c2ncc(C(F)(F)F)cc2Cl)o1	13	-2	3	7	8	-1	0	0
O=C(C1CC(c2ccc(F)cc2)=NO1)N1CCc2ccccc2C1 (stereo unspecified)	2	2	9	21	1	-6	10	3
Cc1n[nH]c(C)c1CCC(=O)N/N=C/c1c[nH]c2ccccc12	3	-7	-15	13	-5	-2	2	-1
COc1ccc(OC)c(CNC(=O)CCc2cn(C)c3ccccc23)c1	-1	-5	-2	3	6	2	1	1
CCCNS(=O)(=O)c1ccc(CCC(=O)N2CCN(CC)CC2)cc1	9	-6	-13	6	-3	2	6	1
Clc1ccc(-c2cc(C3CCNCC3)[nH]n2)c(Cl)c1	6	1	8	10	-7	1	18	0
CCOC(=O)c1c(C)[nH]c(C(=O)COC(=O)C2(C)CC2(Cl)Cl)c1C (stereo unspecified)	15	0	21	10	9	-5	2	3
O=C(c1ccccc1CCc1ccccc1)N1CCOCC1	-4	2	-10	13	-6	2	4	-1
CCCCn1c(SCC(=O)N2CCOCC2)nc2c1c(=O)n(C)c(=O)n2C	1	-4	6	17	-11	-5	1	2
CCCn1c(SCC(=O)N2CCN(C(C)=O)CC2)nc2sc3c(c2c1=O)CCC3	-5	-7	10	-4	-5	-6	-2	1
Cn1c(COc2ccccc2Br)nc2ccccc21	49	-2	8	14	69*	60*	11	2
Cc1nnc(SCC(=O)NC2CCCc3ccccc32)n1-c1ccccc1 (stereo unspecified)	-4	-6	-5	7	5	-9	5	4
Cc1ccc(OCCN2C(=O)C(=O)c3cc(C)ccc32)cc1	-1	-5	25	22	-1	1	-12	3
O=C(NCc1ccc(F)cc1F)c1cc(COc2c(F)cccc2F)on1	5	1	4	-1	-18	4	1	-6

# Further entries
SMILES	SENP7 inh	A3G deaminase	Apaf-1 inh	SENP8 block-1	SENP6 block	SENP8 block-2	UBC13 inh	SENP1 FRET inh
O=C(OCC(=O)N1CCCC1)c1ccc(O)cc1	-2	-10	2	9	-28	-4	-1	1
CC(NCc1cccs1)c1ccccc1 (stereo unspecified)	9	-7	-14	15	2	2	6	2
O=C(O)CCC(=O)NNC(=O)c1ccc([N+](=O)[O-])cc1	8	-3	-36	12	-21	2	-4	-143
COc1ccc2nc(SC(C)C(=O)NCC(=O)Nc3ccc(F)c(F)c3F)[nH]c2c1 (stereo unspecified)	-7	-13	3	7	-8	-7	4	-1
CC(C)Nc1nc(N(c2ccccc2)c2ccccc2)nc(-n2ccnc2)n1	-5	-1	14	11	0	-12	-13	2
O=C(Nc1cc(C(F)(F)F)ccc1N1CCOCC1)c1ccncc1	-7	-7	11	14	0	-12	-6	-2
Cc1ccc(S(=O)(=O)N2CCCOC2CNC(=O)C(=O)NCc2cccs2)cc1 (stereo unspecified)	1	-7	5	20	-9	-7	-10	1
O=C(O)c1ccc(CNC(=O)C2CCCN2C(=O)OCc2ccccc2)cc1 (stereo unspecified)	5	-9	-4	13	-18	-1	4	0
CCOC(=O)c1cnc(Nc2nc3ccccc3o2)nc1C	95*	-8	-15	0	84*	80*	-2	1
CC(C)c1ccc(OCC(=O)NNC(=S)NC(=O)C2CC2)cc1	4	11	6	3	-2	-1	62*	5
COc1ccc2nc(NC(=O)c3cccc(S(=O)(=O)N4CCOCC4)c3)sc2c1	-10	-6	4	i	-22	-3	-4	-4
O=C(/C=C/c1ccc(F)cc1)N1CCCN(C(=O)/C=C/c2ccc(F)cc2)CC1	-9	4	9	4	5	6	6	1
Cc1cc(S(=O)(=O)NCCc2ccncc2)cc(C)c1F	-7	-4	-17	17	-9	2	0	2
Cc1ccsc1C(=O)N1CCN(c2ncc(C(F)(F)F)cc2Cl)CC1	-7	1	19	12	-18	5	7	-1
O=Cc1c(N2CCN(c3ccccc3)CC2)nc2ccccn2c1=O	8	-4	3	-25	-6	7	0	1

# 4 entries from above, arranged by their value in SENP6 block, descending.
Molecule	SENP6 block
O=C(Nc1cc(C(F)(F)F)ccc1N1CCOCC1)c1ccncc1	0
Cc1cc(S(=O)(=O)NCCc2ccncc2)cc(C)c1F	-9
O=C(O)c1ccc(CNC(=O)C2CCCN2C(=O)OCc2ccccc2)cc1 (stereo unspecified)	-18
O=C(O)CCC(=O)NNC(=O)c1ccc([N+](=O)[O-])cc1	-21

# Reformatted: results already given.
# Below each SMILES: SENP7 inh, A3G deaminase, Apaf-1 inh, SENP8 block-1, SENP6 block, SENP8 block-2, UBC13 inh, SENP1 FRET inh
CC(C)c1ccc(OCC(=O)NNC(=S)NC(=O)C2CC2)cc1
    4, 11, 6, 3, -2, -1, 62*, 5
COc1ccc2nc(NC(=O)c3cccc(S(=O)(=O)N4CCOCC4)c3)sc2c1
    -10, -6, 4, i, -22, -3, -4, -4
